Screening results (PubChem)
AddAB inh = less growth of phage-infected E. coli with AddAB; E. coli expressing H. pylori AddAB, absorbance growth; AID 435030; 0.29% of 330,000 active; inhibition, % at 11.9 µM; in the data active = inhibition above about 12%;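 note: 0% = vehicle wells of infected cells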
PfHsp90 set2 = inhibits growth of yeast expressing Plasmodium falciparum Hsp90. 0.32% of 310,000 active. inhibition, % at 9.4 µM. S. cerevisiae expressing PfHsp90, BacTiter-Glo ATP, 48 h; yeast lacking PDR1 and PDR3 efflux regulators. AID 504621;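 active = every replicate shows inhibition above about 80%, whatever the replicate mean, limit read from the data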;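 note: 0% = DMSO neutral controls and 100% = 20 µM radicicol positive controls; yeast relying on Plasmodium falciparum Hsp90 in place of its own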
Mot1-301 SUMO = blocks SUMOylation pathway, rescuing yeast Mot1-301 growth | growth rescue, % at 18.8 µM | 1% of 320,000 active | S. cerevisiae Mot1-301 growth rescue, ATP luminescence, 38.5C; percent above DMSO median, 100 means doubled;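 active = every valid replicate shows activation above 250% relative to neutral control wells; inactive = the rest, any valid replicate at or below 250%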;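 note: OY570 slx delta 5 strain wells were the positive control but not used for scaling; some compounds called inactive have numbers as strong as hits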
phage Ecoli inh = E. coli growth loss with phage present; growth absorbance; inhibition, % at 11.9 µM; 0.26% of 360,000 active; in the data active = inhibition above about 11%
Pemphigus Ab inh = inhibitors of pemphigus antibody binding to human desmoglein-3; P32926; DSG3-coupled beads, scFv-anti-DSG3-GFP binding, flow cytometry; active compounds read low; binding (percent of control), % at 10 µM; 0.48% of 310,000 active; AID 588358;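 active = binding more than 3 SD below its plate's average and above zero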;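 note: hits lower antibody fragment binding to DSG3; some compounds called inactive have numbers as strong as hits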
Target sequence (P32926 whole entry, looked up, the tested form may be a part): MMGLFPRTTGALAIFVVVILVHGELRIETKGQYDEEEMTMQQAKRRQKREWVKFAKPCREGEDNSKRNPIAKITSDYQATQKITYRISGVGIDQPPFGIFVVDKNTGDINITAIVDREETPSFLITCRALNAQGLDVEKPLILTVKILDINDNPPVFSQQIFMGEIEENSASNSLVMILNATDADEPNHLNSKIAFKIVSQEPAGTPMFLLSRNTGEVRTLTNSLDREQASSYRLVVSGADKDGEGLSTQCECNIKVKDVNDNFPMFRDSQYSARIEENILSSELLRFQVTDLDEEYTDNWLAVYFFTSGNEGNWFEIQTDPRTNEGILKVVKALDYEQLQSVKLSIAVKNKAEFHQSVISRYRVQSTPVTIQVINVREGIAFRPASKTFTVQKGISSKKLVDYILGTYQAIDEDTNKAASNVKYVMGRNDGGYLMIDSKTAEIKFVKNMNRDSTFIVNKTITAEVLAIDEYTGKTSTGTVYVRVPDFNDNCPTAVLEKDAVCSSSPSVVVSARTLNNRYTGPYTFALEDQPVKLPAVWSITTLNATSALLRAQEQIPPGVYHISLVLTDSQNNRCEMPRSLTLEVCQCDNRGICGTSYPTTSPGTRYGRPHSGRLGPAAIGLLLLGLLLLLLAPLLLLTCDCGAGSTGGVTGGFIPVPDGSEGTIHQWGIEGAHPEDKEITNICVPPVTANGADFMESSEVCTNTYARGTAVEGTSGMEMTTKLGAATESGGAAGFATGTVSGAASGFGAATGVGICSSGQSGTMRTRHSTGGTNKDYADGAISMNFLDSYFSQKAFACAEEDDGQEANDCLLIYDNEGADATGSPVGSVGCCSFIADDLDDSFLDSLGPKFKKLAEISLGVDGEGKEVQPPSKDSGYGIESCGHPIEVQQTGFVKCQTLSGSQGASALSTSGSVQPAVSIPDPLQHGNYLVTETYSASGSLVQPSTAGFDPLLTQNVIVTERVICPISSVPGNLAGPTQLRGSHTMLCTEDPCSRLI
E coli growth = bacterial growth inhibition, counter-screen for AddAB inhibitors; 0.27% of 330,000 active; inhibition, % at 11.9 µM; E. coli V3065 growth, OD600 absorbance, 18 h;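 active = inhibition above the campaign's mean inhibition across all tested compounds plus 3 SD, cut at about 9.9% in these data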;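 note: uninfected addAB+ strain grown without phage in ampicillin broth; 0% = DMSO wells and 100% = ciprofloxacin 0.95 µg/ml wells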
PKA-R1A act = activates the PKA-R1A holoenzyme complex; AID 504707; 0.083% of 340,000 active; PKA-R1A dissociation, Cy5-IP20 fluorescence polarization; scaled: DMSO 0%, 113 µM cGMP 100%; activation, % at 11.4 µM; P00514+P68181;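 active = percent activation above the mean of all tested compounds plus 3 SD, cut at about 19% in these data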;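 note: higher means more PKAc released from R1A so a rise in polarization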
MOR-DOR ag = agonists of human mu-delta opioid receptor heterodimerization | P35372+P41143 | cells, OPRM1-OPRD1 heterodimerization, luminescence | activation, % at 9.3 µM | 0.3% of 340,000 active | AID 504326; in the data active = activation above about 18%;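 note: 0% = vehicle-treated cells and 100% = reference agonist; values of inactives mirror those of a sister screen read the other way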
HTR5A inv ag = inverse agonist of human HTR5A in OPRM1-OPRD1 counter-screen | P47898 | inhibition, % at 9.3 µM | HTR5A cell line, luminescence, inverse agonism | 0.083% of 340,000 active | AID 504634; in the data active = inhibition mostly above about 23%, no sharp cut-off; inactive = mostly below about 18%;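 note: 0% = cells with DMSO and 100% = no-cell wells with DMSO; some compounds called inactive have numbers as strong as hits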
OPRM1-OPRD1 inv = inverse agonist of human OPRM1-OPRD1 heterodimerization | P35372+P41143 | cell-based MOR-DOR heterodimer luminescence, inverse agonism | inhibition, % at 9.3 µM | 0.21% of 340,000 active; in the data active = inhibition above about 22%, passing the limit was not always enough;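 note: 0% = cells with DMSO and 100% = wells without cells with DMSO; values of inactives mirror those of a sister screen read the other way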
HTR5A ag ctr = HTR5A agonism, opioid heterodimer counter-screen; activation, % at 9.3 µM; AID 504692; P47898; 0.61% of 340,000 active; HTR5A agonist assay, luminescence, cell-based; in the data active = activation mostly above about 9.5%, no sharp cut-off; inactive = mostly below about 7.6%;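 note: 0% = cells with vehicle only and 100% = reference agonist; strong numbers were not always called active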
Starred values were filed as active, the others as inactive; / = no result given.

canonical_smiles	AddAB inh	PfHsp90 set2	Mot1-301 SUMO	phage Ecoli inh	Pemphigus Ab inh	E coli growth	PKA-R1A act	MOR-DOR ag	HTR5A inv ag	OPRM1-OPRD1 inv	HTR5A ag ctr
COc1ccc(/C=N/NC(=O)CNC(=O)c2ccncc2)cc1OC	2.7	12.0	-14.0	1.5	101.7	-1.4	2.0	-2.0	8.4	10.8	-6.2
O=C(O/N=C(/c1ccccc1)c1ccncc1)c1ccc(F)cc1	4.4	-54.0	272.3	4.5	99.8	1.6	/	/	/	/	/
C=CCn1c(=O)c2ccccc2n2c(SCC(=O)N3CCCc4ccccc43)nnc12	-0.9	7.6	198.2	-0.5	97.2	-0.7	0.9	-2.6	3.4	14.7	4.0
COC(=O)c1ccc(CNC(=O)c2sccc2-c2ccccc2)cc1	0.1	6.6	-18.7	-1.4	/	1.3	-2.7	0.2	-35.2	-1.0	3.6
COc1ccc(NC(=O)c2ccc(-c3ccc([N+](=O)[O-])cc3)o2)cc1OC	0.3	-15.6	5.4	7.4	94.5	-3.0	-6.2	3.1	2.0	-16.9	-0.1
O=C1C=C(N2CCCCC2)c2ccccc2C1=O	2.4	/	-25.9	3.7	99.6	-1.5	/	/	/	/	/
CC(C)CC(=O)Nc1ccccc1N1CCN(C(=O)c2ccccc2)CC1	-2.7	-0.5	-3.5	-0.4	90.9	-1.3	7.2	0.4	22.4	-2.1	-0.1
CC(=O)Nc1ccc2c(c1)C(=O)N(C1CCCCC1)C2=O	3.1	-4.4	-8.0	1.1	/	0.2	-3.6	-2.8	16.6	11.8	6.0
O=C(Cc1ccccc1)Nc1ccc(C(=O)Nc2ccc(O)cc2)cc1	-1.3	7.8	-12.8	-0.7	101.2	-0.5	-19.0	0.6	-9.0	-2.3	3.5
c1ccn2c(SCc3cn4ccsc4n3)nnc2c1	0.9	-11.5	/	1.6	94.2	0.8	-0.9	-0.2	-8.7	1.2	1.0
Cn1c(SCC(=O)NCc2ccc(F)cc2)nc2ccccc21	1.0	-2.7	8.4	0.4	/	-0.1	-13.5	-2.6	-11.2	13.3	-2.3
CC1(C)CC(NC2C3CC4CC(C3)CC2C4)CC(C)(C)N1 (stereo not given)	1.6	8.0	10.3	4.8	/	-0.5	-8.3	-1.6	-15.5	8.1	6.0
Cc1sc2ncn(CC(=O)N3CCC(C(N)=O)CC3)c(=O)c2c1S(=O)(=O)N1CCOCC1	-0.5	3.9	-2.4	3.0	/	2.7	-3.6	0.9	-5.1	-6.5	1.9
NS(=O)(=O)c1ccc(NC(=O)c2ccc(Cl)c(S(=O)(=O)NCc3ccco3)c2)cc1	0.8	28.9	-5.6	0.0	104.0	0.0	-4.3	-4.5	5.1	16.8	7.5
COc1ccc2cc3cc(C(=O)NCCN4CCc5ccccc5C4)oc3nc2c1	4.3	-30.9	160.1	/	98.3	1.0	5.2	1.3	-26.8	-7.4	-4.4
Cc1[nH]nc2nc(SCC(=O)NCC3CCCO3)n(-c3ccc(Br)cc3)c(=N)c12 (stereo not given)	1.1	5.9	2.0	2.3	102.5	-0.5	0.7	0.7	10.0	-3.2	-2.8
O=S(=O)(NC(=S)NC1CCCCC1)c1cccs1	3.2	18.8	8.4	3.8	99.2	0.6	5.2	-3.2	8.6	16.8	-3.2
COc1ccccc1OCc1ccc(C(=O)NC(C)(C)C)o1	3.1	15.6	-14.0	1.3	101.1	0.2	1.5	0.8	-3.7	-3.8	1.5
CCCCn1nc(C(=O)N(CCOC)c2c(N)n(CCCC)c(=O)[nH]c2=O)c2ccccc2c1=O	1.9	5.6	0.1	4.2	/	-0.2	1.3	0.8	9.0	-3.2	-3.2
CCC(=O)Nc1cccc(NC(=S)NC(=O)c2ccc(C)cc2)c1	1.2	/	0.2	8.2	87.5	0.8	-0.6	1.1	-13.6	-7.8	5.1
CCC(=O)Nc1ccc2c(c1)C(=O)c1ccccc1C2=O	0.8	-0.2	-1.4	1.5	100.6	-1.5	-1.6	5.1	-15.3	-26.4	-0.5
CCc1noc(C)c1C(=O)NCCc1ccc(Cl)cc1	5.2	-10.4	-23.2	3.0	95.9	3.2	-0.6	-2.3	20.2	14.9	1.0
CC(CCc1ccccc1)NC(=O)CNC(=O)c1cccs1 (stereo not given)	0.9	-25.2	-16.5	2.8	102.8	0.2	-9.2	-1.6	23.1	8.1	0.1
COc1cc2c(cc1OC)C(C)N(C(=O)c1cc3c(s1)-c1c(C)cccc1OC3)CC2 (stereo not given)	3.2	-81.8	45.8	1.8	108.7	1.9	-0.4	1.9	17.4	-9.6	-6.6
Cc1sc2nc(SCC(=O)Nc3ccc(Cl)c(C(=O)O)c3)[nH]c(=O)c2c1C	/	-9.2	/	1.3	100.5	/	1.5	-1.3	-6.5	7.0	1.8
CCCn1c(=O)c(C(=O)NCc2ccncc2)c(O)c2ccccc21	4.7	16.9	/	3.3	101.6	1.8	-1.4	-3.0	-1.6	16.3	0.6
c1ccc(OCCOc2ncnc3sccc23)cc1	0.8	5.3	-18.4	3.3	123.3	-3.5	-5.9	0.4	-5.2	-2.2	-1.1
N#CC1=C(N)Nc2ncnn2C1c1ccc(F)cc1 (stereo not given)	4.6	-8.2	1.1	0.1	102.4	0.5	0.6	-1.5	22.9	9.6	-2.7
COc1ccc(CCNC(=O)C2(C)CCC(=O)N2Cc2ccc3c(c2)OCO3)cc1OC (stereo not given)	-0.3	-9.4	31.2	2.8	103.6	-0.9	-8.8	0.0	11.9	-0.2	-4.0
NNC(=O)CCc1ccc(S(=O)(=O)N2CCOCC2)cc1	-1.0	-14.5	4.3	/	93.8	0.5	-10.3	-0.3	19.1	1.3	-1.9
O=[N+]([O-])c1ccc2nc(/C=C/c3ccc(Cl)cc3)[nH]c2c1	6.5	-31.6	72.4	5.7	105.7	0.4	8.1	6.7	-17.1	-37.9	6.6
Cc1c(C(=O)Nc2ccc(Cl)cc2)c2ccccn2c1C(=O)c1ccc([N+](=O)[O-])cc1	2.5	/	-9.5	4.6	/	0.1	-5.5	3.7	-13.2	-21.6	5.0
O=S(=O)(NCc1cc(-c2ccccc2)no1)c1ccc(Cl)cc1	-1.2	-12.7	-12.9	3.1	98.3	0.8	-10.8	3.6	-2.7	-22.1	0.9
COc1ccc(N(C(=O)c2ccc(C)cc2)S(=O)(=O)c2cccs2)cc1	4.8	-14.6	19.9	0.7	100.5	1.4	9.0	-1.0	-10.2	5.1	7.2
COc1ccccc1Cn1nnc2c(=O)[nH]c(C3CCN(C(=O)c4ccc(C)cc4)CC3)nc21	-2.5	-1.9	-4.2	1.3	105.2	-1.4	-6.9	-2.8	-14.8	15.6	0.4
O=C(NCc1ccco1)/C(=C/C=C/c1ccccc1)NC(=O)c1ccco1	1.9	-0.5	-7.3	3.4	101.5	1.9	5.0	-3.6	6.1	16.8	-2.2
CC(C)C(NS(=O)(=O)c1cccc2nsnc12)C(=O)N1CCc2ccccc2C1 (stereo not given)	0.0	0.3	-28.9	2.6	111.3	-1.8	-6.9	-3.0	-26.1	15.2	-5.0
C=CCn1c(-c2ccccc2OC)n[nH]c1=S	-0.2	13.8	-7.8	2.3	/	-1.6	5.8	1.6	7.2	-7.8	0.9
O=C(Cn1nc(C(=O)O)c2ccccc2c1=O)Nc1cc(Cl)cc(Cl)c1	3.3	4.2	178.6	2.5	94.8	1.5	3.2	4.7	-12.8	-29.8	9.6
CCOC(=O)N1CCN(C2=C(NS(=O)(=O)c3ccc(NC(C)=O)cc3)C(=O)c3ccccc3C2=O)CC1	0.5	2.5	-12.2	-3.8	101.1	-0.6	4.2	0.8	-9.6	-4.0	-0.7
COc1cccc(C(=O)NCC(=O)N/N=C/c2ccc3c(c2)OCO3)c1	1.7	40.8	-5.4	0.0	111.2	1.6	16.0	-4.4	19.8	23.2	-2.1
COc1cc([N+](=O)[O-])ccc1NC(=O)C1C2C=CC(C2)C1C(=O)O (stereo not given)	3.7	-6.1	-36.9	-0.2	92.1	-0.3	-2.8	-3.2	-8.1	14.6	2.2
CCCCOC(=O)CSc1nc(N)c(C#N)c(-c2ccc(OCC)cc2)c1C#N	1.7	-7.5	14.8	1.4	80.1*	-1.6	-7.5	-2.6	7.9	13.1	-0.1
O=C(O)c1cc(NN=Nc2cccc(S(=O)(=O)O)c2)cc([N+](=O)[O-])c1	0.2	-13.1	-18.4	1.3	113.6	0.5	1.3	-1.0	11.8	4.4	-3.3
CC(CC(=O)Nc1nnc(C(C)(C)C)s1)c1ccccc1 (stereo not given)	3.0	-1.1	-8.2	-1.5	100.8	-1.4	-2.2	6.1	-14.0	-29.4	3.8
CCc1c(C(=O)Nc2ccccc2C(N)=O)csc1C	6.3	-3.3	146.3	3.2	111.8	-0.8	-3.5	4.7	16.9	-19.3	-6.6
Cc1ccc(CN2CCN(Cc3cnc(N4CCOCC4)s3)CC2CCO)o1 (stereo not given)	5.2	4.6	11.1	3.7	105.8	0.9	-2.3	4.5	14.2	-32.9	-5.0
Cc1ccc(S(=O)(=O)N(C)c2ccc3sc(C)nc3c2)cc1	2.2	9.6	31.2	4.3	99.6	2.9	4.9	-2.0	-25.6	10.2	3.2
CCOc1ccccc1N1Cc2ccccc2C1	-0.9	2.9	6.5	2.0	88.0	-3.9	-0.2	-2.2	-33.6	12.7	-3.5
Cc1ccc(NCc2nc3ccccc3n2C)c(C)c1	-0.6	0.9	-5.2	-0.9	93.9	-4.3	2.0	-2.1	0.9	10.6	-0.2
O=C(O)c1cccc(S(=O)(=O)NCC2COc3ccccc3O2)c1 (stereo not given)	-1.9	6.1	/	-0.4	111.8	-1.1	2.6	4.1	5.9	-20.5	-1.5
CC1=C(C(=O)OCC2CCCO2)C(c2coc3ccccc3c2=O)C2=C(CCCC2=O)N1 (stereo not given)	2.4	12.4	3.1	2.5	99.8	0.1	3.2	-1.3	0.1	7.2	3.6
COc1ccc(-c2cc(C(=O)NC(C)c3ccccn3)c3ccccc3n2)cc1OC (stereo not given)	-1.1	2.1	-8.3	2.8	91.1	-3.5	-1.1	1.1	5.1	-4.2	-0.3
CSCCC(NS(=O)(=O)c1ccc2c(c1)oc(=O)n2C)C(=O)NCc1ccccc1 (stereo not given)	0.8	-11.0	-17.9	2.2	90.7	1.6	-13.4	-2.6	7.8	13.6	8.5

In the list so far, these contain a tert-butyl group:
canonical_smiles	AddAB inh	PfHsp90 set2	Mot1-301 SUMO	phage Ecoli inh	Pemphigus Ab inh	E coli growth	PKA-R1A act	MOR-DOR ag	HTR5A inv ag	OPRM1-OPRD1 inv	HTR5A ag ctr
COc1ccccc1OCc1ccc(C(=O)NC(C)(C)C)o1	3.1	15.6	-14.0	1.3	101.1	0.2	1.5	0.8	-3.7	-3.8	1.5
CC(CC(=O)Nc1nnc(C(C)(C)C)s1)c1ccccc1 (stereo not given)	3.0	-1.1	-8.2	-1.5	100.8	-1.4	-2.2	6.1	-14.0	-29.4	3.8
